LGR2 inh – Drosophila LGR2 receptor signaling inhibition | inhibition, % at 9.99 µM | HEK293 LGR2, CRE-luciferase, bursicon-stimulated, 4 h | 0.35% of 380,000 active;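 active means drop in luminescence signal, shown as inhibition above about 50% in the replicate tests, limit read from the data, passing the limit was not always enough; inconclusive means probably only some replicates passing the limit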;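 further: agonist challenge used bursicon conditioned medium at about half maximal strength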
S100A4 inh HTS – blocks human S100A4 binding to myosin IIA peptide. inhibition, % at 10.7 µM. 0.14% of 360,000 active. S100A4/TAMRA-MyoIIA peptide fluorescence polarization. AID 652163;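 active means mean inhibition of at least 70% across replicates, with every replicate also reaching that level; inconclusive means mean inhibition reaches 70% but some replicates fall short; inactive means mean inhibition below 70%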
Target sequence (P26447 whole entry, looked up): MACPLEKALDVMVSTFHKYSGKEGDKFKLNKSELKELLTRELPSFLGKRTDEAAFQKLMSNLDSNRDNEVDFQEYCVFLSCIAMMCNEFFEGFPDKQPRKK
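System – human S100A4 monomer protein, biochemical binding assay · Buffer or medium – Calcium-containing HEPES buffer, pH 7.2 · Timing – 5 min between mix addition and reading · Also added – TAMRA-labelled myosin IIA heavy-chain peptide probe, 5 nM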
Cneo AK release – Cryptococcus neoformans lysis via adenylate kinase release. lysis activity, % at 15 µM. 0.2% of 360,000 active. AID 651654. C. neoformans lysis, adenylate kinase release luminescence, 4 h; normalised: neutral wells 0, clomiphene wells 100;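 active means mean lysis activity across replicates of at least 80%, whatever share of replicates individually reach that level; inactive means mean lysis activity below 80%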
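Test system: log-phase Cryptococcus neoformans yeast cells. Input: 5 × 10^6 yeast cells/mL. Medium: fresh YPD growth medium. Doses: single dose. Incubation: static 4 h at 37 °C with compound, 1 h detection. Measured by: luminescent adenylate kinase detection reagent. Read-out: signal increase indicating cell lysis. Benchmarks: Clomiphene.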
PGC1a acetyl inh – lowers PGC1a acetylation signal in U2OS cells. AlphaScreen anti-acetyl-lysine; with virally co-expressed GCN5 acetyltransferase. inhibition, % at 15.6 µM. 0.17% of 350,000 active;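 active means every replicate shows inhibition of at least 40%; inconclusive means mean inhibition at least 40% but some replicate below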;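 further: 0% = neutral control wells and 100% = positive control wells; some results beyond the cut were filed as inactive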
Statin myotox sup – suppression of simvastatin myotoxicity | C2C12 myotubes + simvastatin, ATP luminescence, 48 h; scaled: DMSO 0, geranylgeraniol control 100 | rescue of ATP level, % at 7.49 µM | 0.78% of 330,000 active | AID 602340;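 active means mean ATP rescue above about 67%, or every replicate alone reaching that limit, limit read from the data, passing the limit was not always enough; inconclusive means no clear call, values can overlap the other calls; inactive means mean under the limit and some replicate under it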;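 further: myotubes were challenged with 10 µM simvastatin during compound exposure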
SIRT5 block – blocks human SIRT5 desuccinylation of peptide; Q9NXA8; Purified SirT5, succinyl-peptide AMC, trypsin-coupled fluorescence; inhibition, % at 15 µM; 1.1% of 330,000 active; in the data active means inhibition above about 15%; inconclusive means no clear call, values can overlap the other calls
Target sequence (Q9NXA8 whole entry, looked up): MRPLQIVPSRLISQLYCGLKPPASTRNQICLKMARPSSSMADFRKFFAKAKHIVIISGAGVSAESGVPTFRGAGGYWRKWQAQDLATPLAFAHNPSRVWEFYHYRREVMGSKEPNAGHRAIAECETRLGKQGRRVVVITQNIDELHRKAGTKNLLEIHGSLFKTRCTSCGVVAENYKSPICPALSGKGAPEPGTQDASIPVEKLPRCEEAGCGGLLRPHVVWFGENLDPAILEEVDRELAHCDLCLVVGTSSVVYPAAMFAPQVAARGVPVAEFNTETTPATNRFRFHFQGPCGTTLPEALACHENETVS
XiGFP reactiv – activators of X-chromosome reactivation in mouse fibroblasts; AID 743238; 0.055% of 360,000 active; activation, % at 7.58 µM; XiGFP mouse fibroblasts, % GFP-positive cells imaging, 3 d; cells co-treated with 5-aza-dC sensitizer; scaled so ellipticine positive control = 100%;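 active means mean normalized replicate activation at least 10% and every replicate at or above 10%; inconclusive means only one of the two criteria met; inactive means mean below 10% and not all replicates reach 10%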;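 further: 0% = median of on-plate neutral control wells and 100% = ellipticine 6 µM median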
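Material: XiGFP fibroblasts, SV40-immortalized. Buffer or medium: DMEM plus 5-aza-dC sensitizer. Compound: single concentration per compound, delivered by pin transfer. Times: 3 days compound exposure. Controls: ellipticine 6 µM.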
ERAP1 inh – ERAP1 (human) enzyme inhibition | inhibition, % at 10.7 µM | 0.15% of 340,000 active | Q9NZ08 | AID 652197 | recombinant ERAP1, Leu-AMC fluorescence, 60 min;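 active means mean replicate inhibition of at least 30%, or all replicates individually reaching that 30% level; inactive means mean below 30% and not every replicate reaching it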;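 further: 0% = neutral control wells and 100% = L-leucinethiol positive control wells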
* hit, by the source's call; ? = inconclusive; . = not tested or not shown. An excerpt; count on the stated rates, not on these rows.

SMILES | LGR2 inh | S100A4 inh HTS | Cneo AK release | PGC1a acetyl inh | Statin myotox sup | SIRT5 block | XiGFP reactiv | ERAP1 inh
O=C(c1cnccn1)N1CC(=O)N2[C@@H](CO)[C@H](c3ccc(C#CC4CCCC4)cc3)[C@@H]2C1 | 3 | 5 | . | 1 | . | -3 | 0.2 | 1
COCc1cn(CC[C@H]2CC[C@@H](NC(=O)c3ccc(F)cc3)[C@@H](CO)O2)nn1 | -5 | 12 | -2 | -14 | -7 | 3 | 0.6 | -1
Cc1c(CC(=O)O)c(=O)oc2cc(OCc3ccc(F)cc3Cl)ccc12 | 6 | 0 | -1 | 7 | 2 | -46 | 0.3 | 7
CCOc1ccc(OCC)c(NC(=O)C2CCN(c3cnccn3)CC2)c1 | 6 | 5 | 0 | -9 | -2 | -1 | 0.2 | 1
CC(=O)N(C)C[C@@H]1Oc2ncc(C#C[C@H](C)O)cc2C(=O)N([C@H](C)CO)C[C@@H]1C | -5 | 3 | -1 | 2 | 0 | 0 | -0.2 | -3
Cc1ccccc1S(=O)(=O)NCC[C@@H]1CC[C@@H](NC(=O)C2CCOCC2)[C@@H](CO)O1 | 13 | 1 | -1 | 11 | -1 | 0 | 0.8 | -1
C=CCn1c(C)cc(C(=O)COC(=O)c2cncc(Br)c2)c1C | -62 | -6 | -4 | 0 | 1 | -4 | 0.0 | 0
COc1cccc(NC(=O)CN(C)C(C)C(=O)Nc2cc([N+](=O)[O-])ccc2Cl)c1 (configuration not stated) | 2 | 3 | . | -1 | 11 | 1 | 0.1 | -3
COc1ccc(N(CC(=O)NCc2cccnc2)S(=O)(=O)c2ccccc2[N+](=O)[O-])c(OC)c1 | -5 | 8 | . | . | . | -3 | 0.0 | 2
O=C(C[C@@H]1CC[C@@H]2[C@H](COC[C@H](O)CN2S(=O)(=O)c2cccc(Cl)c2)O1)Nc1ccccc1 | -11 | -5 | -5 | 4 | 15 | -1 | 0.2 | -1
COc1ccc(NC(=S)NCCCCCC(=O)C[N+](=O)[O-])cc1 | -17 | -1 | . | -1 | -2 | -2 | 0.0 | -8
COc1ccc(C(=O)OCC(=O)Nc2cc(C)on2)c(OC)c1OC | 14 | -8 | 1 | -8 | 11 | -4 | 0.3 | 3
O=C(CSc1nnc(-c2ccc(Cl)cc2)n1-c1ccccc1)N/N=C/c1ccccc1C(=O)O | 19 | -5 | -1 | 3 | 17 | -3 | 0.0 | -1
C[C@@H]1CN([C@H](C)CO)C(=O)Cc2cc(NS(=O)(=O)c3ccc(F)cc3)ccc2O[C@@H]1CN(C)C(=O)Nc1ccc(C(F)(F)F)cc1 | -1 | -12 | 10 | -3 | -5 | 3 | 0.1 | -3
CCSc1nnc(NC(=O)C2C3C=CC(C3)C2C(=O)O)s1 (configuration not stated) | -5 | . | -1 | -4 | -8 | . | . | .
CC1CCc2sc(C(=O)NCC(c3ccco3)N3CCCCC3)cc2C1 (configuration not stated) | 1 | -15 | 4 | 0 | 4 | -4 | 0.5 | 2
Cc1nn(-c2nnc(C)c(=O)[nH]2)c(C)c1SCC(=O)Nc1ccc(F)cc1 | -19 | 12 | -1 | . | 18 | -3 | . | 2
Nc1ccccc1-c1nnn(CC(=O)Nc2ccc3c(c2)OCCO3)n1 | -2 | 0 | 7 | -3 | 13 | -1 | 0.0 | 0
COc1ccc(-c2cc(=O)oc3cc(OCC(=O)N[C@@H](Cc4c[nH]c5ccccc45)C(=O)O)ccc23)cc1 | -7 | -4 | 3 | 10 | 7 | 1 | . | 8
O=S(=O)(c1ccccc1)N1C[C@@H]2[C@H](c3ccccc31)[C@H](CO)N2Cc1ccccc1 | -1 | ? | 1 | -6 | 2 | 0 | -0.1 | 2
CN1C(=O)c2cc(NC(=O)c3cccs3)ccc2OC[C@H]2O[C@H](CC(=O)O)CC[C@@H]21 | -7 | 5 | -3 | 8 | 31 | -4 | 0.0 | 3
Cc1ccc(-c2c(C(=O)N/N=C/c3ccoc3)nnn2-c2nonc2N)cc1 | -10 | -9 | 0 | 2 | 1 | -3 | 0.7 | -4
CCCS(=O)(=O)NC(=O)C1(C)CCCN(C(=O)c2ccc(F)c(Cl)c2)C1 (configuration not stated) | 0 | -4 | 2 | 9 | 10 | . | 0.2 | -3
C[C@H](CO)N1C[C@H](C)[C@H](CN(C)Cc2ccc(Cl)c(Cl)c2)Oc2ccc(NS(C)(=O)=O)cc2CC1=O | 5 | 1 | -3 | 4 | -5 | 3 | 0.1 | 1
O=C(c1ccncc1)N1C[C@@H]2N[C@H](C1)C2c1ccc(-c2cccnc2)cc1 (some centres not stated) | 11 | 4 | . | -3 | . | -5 | 0.0 | 1
Additional compounds
SMILES | LGR2 inh | S100A4 inh HTS | Cneo AK release | PGC1a acetyl inh | Statin myotox sup | SIRT5 block | XiGFP reactiv | ERAP1 inh
Cc1cc(Br)cc2c1NC(=O)C2(O)CC(=O)c1ccco1 (configuration not stated) | -3 | -5 | . | . | . | -1 | 0.2 | -2
O=C(O)/C=C\C(=O)Nc1ccccc1C#Cc1ccccc1 | -113 | . | 0 | 4 | -2 | . | . | .
CC(=O)N1c2ccccc2C(C)CC12CCCCC2 (configuration not stated) | . | 0 | -1 | -11 | . | -1 | . | 0
O=C(NCc1cccc(C(F)(F)F)c1)C1CC2Cn3c(nc4ccccc43)C2N1Cc1ccccc1 (configuration not stated) | -2 | -1 | 3 | -3 | -1 | -2 | 0.0 | 5
O=C(NNc1c2ccccc2nc2ccccc12)c1ccc(O)cc1O | -9 | . | -1 | -10 | -38 | . | . | .
Cc1cc(=O)cc(C)n1-c1ccccc1Br | -14 | -4 | 0 | 11 | 19 | . | 0.0 | 0
C=CCn1cnc2scc(-c3ccc(OC)cc3)c2c1=O | -6 | -3 | 1 | . | -3 | -1 | 0.0 | 0
Cn1c(C(=O)OCC(=O)NCc2ccc(F)cc2)cc2occc21 | -8 | -9 | -2 | . | -19 | -4 | 0.4 | 3
CCC(=O)N1CCCCN2[C@H](CO)[C@@H](c3ccc(C#Cc4ccccc4)cc3)[C@H]2C1 | 2 | -27 | 2 | -1 | . | -3 | 0.0 | -1
CO[C@H]1CN(C)C(=O)c2ccc(NC(=O)c3cnccn3)cc2OC[C@H](C)N(C(=O)C2CC2)C[C@@H]1C | 0 | 4 | -11 | 0 | 22 | -2 | 0.7 | -2
COc1ccc(OC)c(CN2C(=O)CSCC2(C)C(=O)Nc2c(C)cccc2C)c1 (configuration not stated) | -8 | -3 | . | . | . | -4 | 0.0 | .
Cc1cccc(-c2ocnc2C(=O)Nc2ncc(C)s2)c1 | -1 | 0 | 13 | -4 | -10 | -3 | 0.0 | 1
COc1ccc(CNC(=O)Nc2nc(C(N)Cc3ccc(F)cc3)cs2)cc1 (configuration not stated) | -4 | -1 | 0 | -20 | -114 | . | 0.1 | 1
CCOC(=O)N1CCN(c2ncnc3nc[nH]c23)CC1 | -8 | 1 | 1 | 0 | 11 | -2 | 0.0 | -1
CN(CCNC(=O)c1ccc(CS(=O)(=O)c2ccc(Br)cc2)o1)CCc1ccccc1 | -29 | 0 | 0 | . | 8 | 0 | 0.2 | -2
O=S(=O)(N[C@H]1CC[C@H](CCn2cc(C3CC3)nn2)O[C@@H]1CO)c1ccc(F)cc1 | 2 | -6 | 26 | 10 | -3 | 3 | 0.3 | 0
COC(=O)C1(C#N)C(c2ccccc2)C1(C(=O)OC)C(=O)OC (configuration not stated) | 16 | . | -3 | 3 | -2 | . | . | .
CS(=O)(=O)Cc1cc(N2CCCC2)nc(-c2ccccc2)n1 | 14 | -9 | 0 | -6 | 2 | -3 | 0.0 | -4
CCOC(=O)C1=C(CC)Nc2ccccc2N/C1=N\S(=O)(=O)c1ccccc1OC | 0 | 0 | -1 | -2 | -8 | -2 | 0.1 | 0
O=C(CNS(=O)(=O)c1ccc(F)cc1)N1CCOCC1 | 3 | -1 | 4 | . | 0 | 1 | . | 1
CCN(CC)c1ccc(CN(C(=O)c2cccs2)C2CCS(=O)(=O)C2)cc1 (configuration not stated) | -4 | -1 | . | . | . | -3 | 0.1 | -6
Cc1ccc(S(=O)(=O)Nc2ccc3c(c2)C(=O)N([C@H](C)CO)C[C@@H](C)[C@@H](CN(C)C(=O)CCC(F)(F)F)OCCCC[C@@H](C)O3)cc1 | 1 | 0 | -1 | 1 | . | 5 | 0.1 | 0
COc1ccccc1NC(=S)N(Cc1ccco1)Cc1cc2ccc(C)c(C)c2[nH]c1=O | -14 | . | -12 | 6 | . | . | 0.7 | .
O=C(C[C@H]1C[C@H]2c3cc(NC(=O)Nc4ccccc4)ccc3O[C@H]2[C@@H](CO)O1)NCc1cccnc1 | -5 | . | . | -6 | 7 | . | -0.1 | .
CCOP(=O)(c1ccc(N(C)C)cc1)C(O)c1ccccc1F (configuration not stated) | 35 | -1 | -1 | 4 | 4 | 6 | 0.1 | 5
Other results
SMILES | LGR2 inh | S100A4 inh HTS | Cneo AK release | PGC1a acetyl inh | Statin myotox sup | SIRT5 block | XiGFP reactiv | ERAP1 inh
Cc1ccc(CSCC(=O)N(C)CC(=O)Nc2ccc(Cl)c(Cl)c2)cc1 | 1 | 5 | 0 | -4 | 12 | -5 | 0.6 | 0
O=C(Nc1cccc(Cl)c1)N[C@@H]1CC[C@H](CCNC(=O)C2CCCC2)O[C@H]1CO | 8 | -2 | 3 | -5 | 4 | 3 | 0.0 | 2
COc1ccc(S(=O)(=O)Nc2ccc3c(c2)CC(=O)N([C@@H](C)CO)C[C@@H](C)[C@H](CN(C)Cc2ccccc2)O3)cc1 | 25 | -13 | 1 | . | 28 | 4 | -1.3 | 3
Cc1cc(CNC(=S)Nc2cccc(Cl)c2Cl)nn1C | 17 | 3 | . | . | . | 0 | 0.0 | -1
O=C(COc1coc(CN2CCN(c3ccccc3)CC2)cc1=O)N1CCc2ccccc21 | -1 | -2 | 8 | . | . | -2 | 0.0 | -9
CCCNC(=O)N1[C@H](C(=O)N2CCCCC2)[C@@H](CO)[C@@H]2Cn3c(ccc(-c4ccc(F)cc4)c3=O)[C@@H]21 | 3 | -7 | -4 | . | 2 | -25 | 0.4 | -4
O=C(NCC(=O)N1CCN(c2ccccc2)CC1)c1ccc(Cl)cc1 | -8 | -2 | 0 | -4 | 6 | -1 | 0.0 | 0
O=C(/C=C/c1ccccc1[N+](=O)[O-])NCc1cccnc1 | -5 | 1 | . | . | . | -3 | 0.1 | 1
O=C(C[C@H]1CC[C@@H]2[C@H](COC[C@@H](O)CN2C(=O)Nc2ccccc2)O1)NCc1ccncn1 | 5 | 11 | -2 | -6 | -19 | -1 | 0.0 | 0
COc1ccc(C(=O)N2CCN(S(=O)(=O)c3ccc(C)cc3)CC2)cc1S(=O)(=O)N1CCOCC1 | 13 | 2 | 5 | -10 | -2 | 20* | -0.4 | .
Cc1ccc(S(=O)(=O)N2CCC(C(=O)Nc3nnc(-c4ccco4)s3)CC2)cc1 | 5 | 1 | -1 | 3 | 13 | -2 | . | 1

Compound activity as filed in PubChem.
